ALOX12 inh: inhibitors of human 12S-lipoxygenase ALOX12 | purified 12hLO, xylenol orange hydroperoxide absorbance | Potency, µM (titrated, usually from 108 µM), without a hit: at the highest dose activity change, negative = inhibition, hits mostly inhibitors | 1.1% of 580,000 active; active = well fitted inhibition curve with a large enough effect; inconclusive = small, poorly fitted or top-dose-only effect, or another doubt; inactive = no such curve, though single readings can be large or run the other way
Target sequence (P18054 whole entry, looked up): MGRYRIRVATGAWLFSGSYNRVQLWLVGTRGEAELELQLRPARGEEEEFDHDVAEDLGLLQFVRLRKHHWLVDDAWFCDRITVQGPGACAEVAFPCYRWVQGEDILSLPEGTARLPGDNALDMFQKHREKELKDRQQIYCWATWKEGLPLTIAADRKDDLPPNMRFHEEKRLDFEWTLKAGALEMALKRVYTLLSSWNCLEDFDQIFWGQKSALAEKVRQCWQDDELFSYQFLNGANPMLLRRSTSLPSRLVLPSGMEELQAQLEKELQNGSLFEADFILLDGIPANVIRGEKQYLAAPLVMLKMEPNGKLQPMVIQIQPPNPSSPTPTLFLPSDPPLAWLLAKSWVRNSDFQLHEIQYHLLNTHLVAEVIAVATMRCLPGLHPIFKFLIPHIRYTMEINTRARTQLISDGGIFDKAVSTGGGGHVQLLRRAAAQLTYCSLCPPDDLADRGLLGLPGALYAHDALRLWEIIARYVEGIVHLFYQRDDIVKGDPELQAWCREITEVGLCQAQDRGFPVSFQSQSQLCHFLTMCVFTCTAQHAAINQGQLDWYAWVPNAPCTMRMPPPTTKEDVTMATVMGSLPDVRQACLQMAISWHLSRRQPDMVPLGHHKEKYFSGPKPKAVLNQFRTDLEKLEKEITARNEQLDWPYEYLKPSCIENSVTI
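Purified human 12hLO (150 nM final) in 25 mM Hepes, 0.01% Triton X-100, pH 7.0 was preincubated 15 min at room temperature with compound. Then 40 uM arachidonic acid was added, 30 min. Hydroperoxide was read by Fe-XO absorbance ratio 573/405 nm.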
Active calls of the source: *; ? = inconclusive; [ ] = dose if it differs, or a comment. % is set by controls: 0 for no effect and ±100 for the full control effect; potency is the fitted concentration of half-maximal effect. A portion of the library; rates above refer to the full screens.

ALOX12 inh,Structure
?,O=C(c1ccc(Cl)cc1)N1CCC2(CC1)CN(c1ccccc1)C(=O)c1ccccc1O2
67.9%[activator],Cc1c(F)cccc1Nc1ncncc1-c1nc(-c2ccccc2)no1
25.9%,O=C(CN1C(=O)NC2(CCCCC2)C1=O)NCCc1cccs1
14.9%,CCNC(=O)[C@@H]1C[C@@H](NC(=O)c2csc(C)c2CC)CN1C1CCCC1
49.0%[activator],Cc1cc(C[C@@H]2COC[C@@H]2NC(=O)c2cccc(Cn3nc(C)cc3C)c2)on1
9.4%,CCc1ccc(S(=O)(=O)N2CCCC(CNC(=O)c3ccccc3Cl)C2)cc1 (stereo not drawn)
?,COC(=O)C1=C(C)N(CC(C)C)C(=S)NC1c1ccc(-c2ccccc2)cc1 (stereo not drawn)
?,OC1(CNCc2cccnc2-n2cncn2)CCNC1 (stereo not drawn)
-1.2%,COc1cccc(CN(C(=O)c2sc3cc(C)ccc3c2Cl)C2CCS(=O)(=O)C2)c1 (stereo not drawn)
-0.8%[176 µM],O=C(C[C@@H]1CCNC[C@@H]1Cc1cc(CSc2ccccc2)on1)Nc1ccccc1
-27.6%,O=C(NCc1cccs1)c1cc2ccccc2oc1=O
7.3%,CC(C)n1nc(C(=O)Nc2ccc3ccccc3n2)c2ccccc2c1=O
21.1%,O=c1n(CC2CC2)nc2n1CCN(C1CCCC1)CC2
-1.0%[176 µM],O=C(c1ccccc1F)N1CCC2(Cc3ccccc3NC2=O)C1 (stereo not drawn)
8.1%[6.33 µM],CS(=O)(=O)N1Cc2ccccc2CC2(CCCN2Cc2cccnc2)C1 (stereo not drawn)
1.0%[176 µM],O=C(NC1CCC(O)CC1)c1ccc(-c2ncc3cnc(-c4ccccc4)cn23)cc1 (stereo not drawn)
-2.6%,CCC(C)[C@H](NC(=O)C1CCC(Cn2nnc3ccccc3c2=O)CC1)C(=O)O (stereo partly drawn)
?,CCc1ccccc1NC(=O)C1CCCN(c2cnc3ccccc3n2)C1 (stereo not drawn)
6.8%,COc1ccccc1CN1CCOc2ccc(CN3CCC(Oc4cccnc4)CC3)cc2C1
5.2%,CC(=O)NC1C(=O)N(CCOc2ccccc2)c2ccc(C)cc21 (stereo not drawn)
38.1%,O=C(CCc1ccnc(N2CCCC2)c1)NCc1cccc(Cl)c1
17.5%,Cc1ccc(CNC(=O)N2CCCC(c3noc(COc4ccccc4)n3)C2)cc1 (stereo not drawn)
?,CC1=NN(c2cc(C)[nH]n2)C(c2ccccc2)C1 (stereo not drawn)
28.7%,COc1ccc(C(=O)N[C@@H]2CCC[C@@H]2C(=O)NCCCn2cccn2)cn1
11.2%,COC(=O)[C@]1(C#N)CC(=O)N([C@H](C)[C@H](O)c2ccccc2)[C@@H]1c1ccccc1
24.1%,CC(=O)NCC(=O)N1CCC(n2cc(-c3nc(-c4ccccc4)no3)nn2)CC1
113.5%[activator],O=C(OCc1nc2ccccc2o1)c1cccc(O)c1
49.3%[activator],O=Cc1cc(Cl)c(O)c(Cl)c1
14.2%,CC1(C(=O)NCc2ccc(F)cc2)CN(S(C)(=O)=O)CC(=O)N1Cc1ccc2c(c1)OCO2 (stereo not drawn)
0.8%,O=S(=O)(Cc1noc([C@@H]2C[C@@H](O)CN2Cc2cc3ccccc3o2)n1)c1ccc(F)cc1

By substructure, those above containing a thiophene ring, fused or not
ALOX12 inh,Structure
25.9%,O=C(CN1C(=O)NC2(CCCCC2)C1=O)NCCc1cccs1
14.9%,CCNC(=O)[C@@H]1C[C@@H](NC(=O)c2csc(C)c2CC)CN1C1CCCC1
-1.2%,COc1cccc(CN(C(=O)c2sc3cc(C)ccc3c2Cl)C2CCS(=O)(=O)C2)c1 (stereo not drawn)
-27.6%,O=C(NCc1cccs1)c1cc2ccccc2oc1=O

(cont.)
ALOX12 inh,Structure
-18.2%,Cc1ccccc1NC(=O)Nc1cc2c(cc1Oc1ccccc1)n(C)c(=O)n2C
-4.0%,FC(F)(F)Oc1ccc(Nc2cc3[nH]c(-c4ccccc4)cc3cn2)cc1
?,CS(=O)(=O)N1CCCC(C(=O)Nc2ccccc2SC2CCCC2)C1 (stereo not drawn)
30.0%,CCOc1ccc2c(n1)CCN(C(=O)c1cccnc1)C2
17.9%,Cc1nc2c(s1)CCCC2NC(=O)c1cc(-c2ccc(F)cc2)n[nH]1 (stereo not drawn)
16.9%,CSc1ccc(C=Nc2cccc(Cl)c2C)cc1
9.8%,CCOc1ccccc1CNC(=O)c1cccc(NC(=O)c2nnc(C)s2)c1
49.7%[activator],O=C(c1ccccc1)C1CCN(C(=O)/C=C/c2ccccc2F)CC1
-5.9%,COCCN1C(=O)c2cccn2CC1CNC(=O)C1CCC1 (stereo not drawn)
-4.4%,CC(=O)N1CCN(c2ccc(N3CCN(Cc4ccccc4)[C@@H](C)C3)c(C)c2)[C@H](C)C1
-2.6%,O=C(Nc1ccccc1)Nc1cccc(-c2nnc(Cc3ccc4c(c3)OCO4)o2)c1
-4.9%,COc1cccc([C@H]2[C@@H](C(=O)O)c3ccccc3C(=O)N2Cc2ccc(F)cc2)c1
5.62µM*,CC(=O)Nc1ccc(-c2nc(N3CCCC3)sc2C)cc1
4.5%,CC(C)N(C)S(=O)(=O)c1cccc(C(=O)Nc2cccc3ncccc23)c1
?,COc1cccc([C@@H]2CN(CC3CCOCC3)C[C@H]2C(=O)O)c1OC
-53.2%,Cc1ccc(NC(=O)c2cc(-c3cccnc3)nc3ccccc23)c(O)c1
6.4%,COc1ccc(NC(=O)CCC2CCN(C(=O)c3ccccc3F)CC2)c(OC)c1
26.3%,CN(Cc1ccc(-n2cccn2)cc1)C(=O)CCn1nnnc1CN1CCOCC1
?,O=c1c2c(n(Cc3cccnc3)n1-c1ccccc1)CN(Cc1ccccc1Cl)CC2
10.2%,O=C1CCCCN1CCNc1ccc(-c2nc(-c3ccccc3F)no2)cn1
?,Cc1ccc(NS(=O)(=O)c2ccccc2)c(=O)n1CC(=O)N(C)C
?,Nc1cccc(OC2CCCC2)c1
4.7%,CCCCNC(=O)COC(=O)c1c(C)c(CC)nc2ccccc12
7.0%,Cc1ccc(C(=O)NCCc2nnc3n2CCN(C(=O)c2ccnc(Cl)c2)CC3)cc1
-31.7%,O=C(Nc1cnc(-c2ccccc2)nc1)c1ccc(C2SCCCS2)cc1
?,O=c1cc(-c2cccnc2)oc2c(NCc3ccc(F)cc3)nccc12
30.4%,COC[C@@H]1CN(C(=O)c2ccc3c(c2)OCO3)C[C@H]1c1ccccn1
-23.1%,CCNC(=O)NC(=O)COC(=O)c1c[nH]c2ccccc12
-4.1%,COc1cc(C#N)ccc1OCC(=O)c1ccc2c(c1)CCCC2
2.5%,O=C(NCc1ccc2c(c1)OCO2)c1nc(-c2ccc(Cl)cc2Cl)c2ccccn12

In the list so far, these contain an aryl methoxy group.
ALOX12 inh,Structure
-1.2%,COc1cccc(CN(C(=O)c2sc3cc(C)ccc3c2Cl)C2CCS(=O)(=O)C2)c1 (stereo not drawn)
6.8%,COc1ccccc1CN1CCOc2ccc(CN3CCC(Oc4cccnc4)CC3)cc2C1
28.7%,COc1ccc(C(=O)N[C@@H]2CCC[C@@H]2C(=O)NCCCn2cccn2)cn1
-4.9%,COc1cccc([C@H]2[C@@H](C(=O)O)c3ccccc3C(=O)N2Cc2ccc(F)cc2)c1
?,COc1cccc([C@@H]2CN(CC3CCOCC3)C[C@H]2C(=O)O)c1OC
6.4%,COc1ccc(NC(=O)CCC2CCN(C(=O)c3ccccc3F)CC2)c(OC)c1
-4.1%,COc1cc(C#N)ccc1OCC(=O)c1ccc2c(c1)CCCC2

(cont.)
ALOX12 inh,Structure
3.4%,Cc1nn(-c2ccc3nncn3n2)c2c1C(c1ccc(O)c(Cl)c1)CC(=O)N2 (stereo not drawn)
45.2%[activator][176 µM],CCN(CC)Cc1nc(C2(O)CCN(C(=O)c3cccc(F)c3)CC2)cs1
6.4%,CC(C)c1cccc(NC(=O)Cc2n[nH]c(=O)c3ccccc23)c1
85.7%[activator],COCCNC(=O)c1ccc2c(c1)N(C)C(CC(=O)NCC(C)C)CO2 (stereo not drawn)
36.7%,Fc1ccc(CNCc2cccc3ccccc23)cc1
-17.0%,Cc1nn(CC(=O)N(Cc2ccccc2)C2CC2)c(=O)c2ccccc12
13.7%,CN1C(=O)CC(C(=O)O)C12CCN(Cc1nc3ccsc3c(=O)[nH]1)CC2 (stereo not drawn)
55.6%,Cc1ccc(CN2CCCCCNC(=O)CC2c2ccccc2)o1 (stereo not drawn)
-4.2%,O=C(CCN1C(=O)c2ccccc2S1(=O)=O)Nc1ccccc1C(=O)O
-28.8%,CC1(c2ccccc2)N(Cc2ccccc2)C(=O)OC12CCN(Cc1cccc(O)c1)CC2 (stereo not drawn)
102.9%[activator],Cc1[nH]ncc1CNC(=O)C1CCCN(Cc2ccncc2)CCC(=O)NCC1 (stereo not drawn)
31.2%[activator],CN1CC(=O)N(c2ccc([N+](=O)[O-])cc2)Cc2c1ncnc2N1CCOCC1
?,COc1cccc(-c2nc(C#N)c(N3CCN(C(=O)c4ccccc4)CC3)o2)c1
5.9%,C=CCOc1ccccc1NC(=O)c1cccc(C)c1
39.4%[activator],Cc1ccc2nc(C(=O)NCCc3nc(Cc4ccccc4)no3)cn2c1
-22.5%,COC(=O)C1=C(C)N(Cc2ccccc2C(F)(F)F)C(=NCc2ccc(OC)cc2)NC1c1cccc(C(F)(F)F)c1 (stereo not drawn)
9.8%,O=C(c1ccoc1)N1CCC2(CC1)CC(OCC1CC1)CCO2 (stereo not drawn)
?,Cc1cc(Cl)ccc1OCC(=O)OCC(=O)c1ccc(Cl)cc1
-22.5%,COC(=O)c1cc2c(c3c4ccccc4n(S(=O)(=O)c4ccc(OC)cc4)c13)C(=O)N(Cc1ccccc1OC)C2
48.3%[activator][176 µM],Cc1noc(C)c1CN1CCNc2cc(Nc3ccccc3)ncc2C1
-1.5%,Cn1c(=O)c2c(ncn2CC(=O)Nc2c(Cl)cccc2Cl)n(C)c1=O
-10.4%,CCC(=O)Nc1cc(C)c(O)c(-c2nc3ccccc3o2)c1
-10.9%,O=S(Cc1ccc(F)cc1)Cc1cccc(C(F)(F)F)c1 (stereo not drawn)
2.3%,COc1ccccc1C(=O)N[C@@H]1c2ccccc2C2(CCN(Cc3c(O)cccc3OC)CC2)[C@H]1O
-40.6%[176 µM],CC(C)NC(=O)N1CCC(O)(c2csc(CN3CC[C@@H](O)C3)n2)CC1
-23.3%,Cc1ccc(S(=O)(=O)N[C@H]2CC[C@@]34CCCN3C(=O)CCC[C@H]4[C@H]2Cc2ccccc2)cc1
-2.1%,O=C(O)c1ccc(COc2ccccc2/C=N/O)cc1
16.6%,COc1cc(CCNC(=O)c2cc(=O)c3ccccc3o2)ccc1OC(F)F
1.8%[176 µM],COCCNC(=O)C[C@@H]1C[C@H]2O[C@H](CNCc3ccccc3Cl)[C@@H](O)[C@H]2O1
55.4%[activator],COc1ccccc1C1CNC(=O)c2nc(CCN3CCC(C)CC3)[nH]c2C1 (stereo not drawn)
99.0%[activator],Cc1cccc(OCC(=O)NCc2nnc3c(-c4nc(C)no4)cccn23)c1
?,Cc1nc(CN2CC3(CCN(C)C3)c3cc(C(=O)NCCc4ccccc4)ccc32)cs1 (stereo not drawn)
14.4%,C[C@H]1CNC(=O)c2c(C(=O)N(C)Cc3ccccc3)ncn21
2.2%,CC(C)NC(=O)NCCn1c(-c2ccccc2)nc2ccccc21
-1.7%,COC(=O)N1C[C@H](O)[C@H](O)C[C@@H]1c1ccccc1Br
30.0%,Cc1cc(-c2nc(C3CCOC3)no2)c2ccccc2n1 (stereo not drawn)
-9.5%,CCCCCC(=O)N/N=C/c1cccnc1
16.7%,COc1cc(CNC2CCCCC2)ccc1OCC(O)CN1CCSCC1 (stereo not drawn)
9.4%,CCNC(=O)N1C[C@H]2CON(C)[C@H]2C[C@H]1c1ccc(N2CCCCC2)cc1
4.5%,O=C(O)COc1ccc(-c2nccc3c2C(=O)N(Cc2ccccc2)CC(COc2cccc(C(F)(F)F)c2)O3)cc1 (stereo not drawn)
20.4%,CN(C)C(=O)c1cccnc1OC1CCN(C(=O)c2ccc(F)c(F)c2)C1 (stereo not drawn)
-2.2%,COc1ccccc1Nc1nc2ccccc2nc1NS(=O)(=O)c1ccc(Cl)s1
5.1%,CCOc1ccc2c(=O)c(Oc3ccccc3OC)coc2c1
?,CC(=O)c1cccc(OCc2coc(-c3cccc(Cl)c3)n2)c1
41.5%[activator][176 µM],N#Cc1ccc2nc([C@H]3CCN(Cc4ccccn4)C3)[nH]c2c1
16.9%,CN(C)c1nc2c(c(=O)[nH]1)CCN(Cc1ccccc1Br)CC2
23.7%,CC1(c2noc(C3CCOCC3)n2)CCN(Cc2c(F)cccc2Cl)CC1
68.9%[activator],Cc1ccoc1C(=O)N1CC[C@@H](c2sccc2C)[C@H](O)C1
-5.7%,CC(C)c1ccc(NC(=O)c2ccc(CSc3ccc(Cl)cc3)cc2)cc1
6.2%,O=C1CN(Cc2cc3n(n2)CCCNC3)CCN1Cc1ccc2c(c1)OCO2

Carrying on.
ALOX12 inh,Structure
95.7%[activator][176 µM],O=C(COc1ccccc1)N[C@H]1CO[C@H]2[C@@H]1OC[C@@H]2Nc1nccc(-c2ccco2)n1
-4.6%,Cc1ccc(/C=C(/C#N)S(C)(=O)=O)cc1
-35.8%,C/C=C/C(=O)OCc1nc2c(c(=O)[nH]c(=O)n2CCCC)n1CC
2.6%,COc1ccc(Nc2nc3ccccc3nc2NS(=O)(=O)c2ccc(C)c(C)c2)cc1
44.2%[activator][176 µM],COc1ccc(CN2CC[C@@H]3[C@H]2C(=O)NC[C@H](CCC(=O)N2CCOCC2)N3C)cc1
-10.3%,COc1ccc(C(=O)NNC(=O)CC2Sc3ccccc3NC2=O)cc1 (stereo not drawn)
-0.7%[176 µM],COc1cncc(CN2C[C@H]3[C@H](C2)[S+](=O)([O-])C(C)(C)C(=O)N3CC(C)C)c1
21.2%,CC(C)(C)S(=O)N1C[C@@H]2CC(=O)C=C2[C@H]1CCO (stereo partly drawn)

Source: PubChem (National Center for Advancing Translational Sciences (NCATS))
